Lung fibro prol – antiproliferative effect on LL 47 fibroblasts – human, LL 47 cells, CellTiter-Glo luminescence, primary screen; LL 47 human lung fibroblast viability, ATP luminescence; active compounds read low; viability, % at 10 µM; 85,000 compounds, 1.1% hits; AID 719, 2007;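 active means viability at or below 50% in the single dose screen; inactive means viability above 50%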;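 further: compound exposure lasted 72 h before the ATP readout; 100% = median luminescence of untreated cell-only wells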
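Material: human LL 47 lung fibroblast cells; quantity: 1,150 cells/well; medium: IMEM plus 15% FBS; doses: 0.1% DMSO in all compound wells; timing: overnight attachment after seeding, then 72 h compound exposure at 37 °C; detection: CellTiter-Glo luminescence; measure: % viability of median cell-only signal; controls: cell-only wells, no compound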
HUVEC prolif 384 – inhibitors of HUVEC proliferation, primary screen, cell-based, 384-well. viability, % at 10 µM (by protocol). 86,000 compounds, 1.1% hits. CellTiter-Glo luminescence, 72 h; active compounds read low. AID 648, 2007;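 active means viability at or below 30%; inactive means viability above 30%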;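 further: 100% = median luminescence of DMSO-only cell control wells on each plate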
H69AR inhibit – proliferation blockers of H69AR lung cancer cells, primary screen, cell-based, human, 86K library; H69AR lung tumor viability, ATP luminescence, 72 h; active compounds read low; viability, % at 10 µM; 85,000 compounds, 6% hits;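 active means viability at or below 40%; inactive means viability above 40%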;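 further: multidrug resistant small cell line overexpressing MRP-1 efflux transporter; 100% = mean luminescence of untreated control wells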
CD11b adhes enh – enhancers of CD11b/CD18 adhesion to fibrinogen, primary screen, K562 cells, luminescence; Integrin beta-2 (Homo sapiens) + Integrin alpha-M (Homo sapiens), P05107+P11215; ATPlite luminescence; activation, % at 10 µM; 93,000 compounds, 0.07% hits; AID 1499, 2009;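 active means 10 µM primary screen giving 50% or more activity, confirmed by 40% or more on retest at that dose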; further: strong numbers were not always called active
MT1-MMP txn act – MT1-MMP promoter reporter activation – cell-based, luciferase luminescence, primary screen; HT1080 MT1-MMP promoter luciferase reporter, overnight; active compounds read high; activation factor at 10 µM; 86,000 compounds, 0.16% hits;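 active means activation factor of at least 2 for MT1-MMP transcription at 10 µM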
Smad3 inh – Smad3/FoxH1 peptide binding inhibitors, primary screen, biochemical, TR-FRET; AID 630, 2007; inhibition, % at 25 µM; 88,000 compounds, 0.29% hits; TR-FRET Smad3/Dy647-FoxH1 peptide binding, europium anti-His;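 active means compounds that reduce the energy-transfer binding signal between the protein and its labelled peptide by more than half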;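 further: 0% = Smad3 plus labelled peptide maximal FRET and 100% = peptide-only background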
ERb SRC1 inh – inhibitors of ERβ-SRC1 coactivator interaction, primary screen, biochemical, TR-FRET, ERβ LBD, SRC-1 peptide | TR-FRET ER-beta LBD / SRC1-Cy5 peptide binding; receptor agonist-loaded with 1 µM estradiol | inhibition, % at 25.6 µM | 86,000 compounds, 1.3% hits | AID 633, 2007;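 active means compounds whose percent inhibition of the receptor-coactivator binding signal exceeds about 50% in the single-dose screen, limit read from the data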;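 further: 0% = receptor plus peptide wells without compound and 100% = peptide-only wells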
ERa SRC1 pot – enhancers of ERα–SRC-1 coactivator binding, primary screen, biochemical, TR-FRET, ERα LBD, low estradiol; Estrogen receptor (Homo sapiens), P03372; TR-FRET ERalpha-LBD/SRC-Cy5 coactivator binding, 2 h; 100 = basal binding, no effect; coactivator binding (% of control), % at 25.6 µM; 86,000 compounds, 1.3% hits; in the data active means activity above about 200%;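 further: binding measured in presence of low estradiol as agonist stimulus; 0% = peptide alone without receptor and 100% = receptor with peptide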
Target sequence (P03372 whole entry, looked up, the tested form may be a part): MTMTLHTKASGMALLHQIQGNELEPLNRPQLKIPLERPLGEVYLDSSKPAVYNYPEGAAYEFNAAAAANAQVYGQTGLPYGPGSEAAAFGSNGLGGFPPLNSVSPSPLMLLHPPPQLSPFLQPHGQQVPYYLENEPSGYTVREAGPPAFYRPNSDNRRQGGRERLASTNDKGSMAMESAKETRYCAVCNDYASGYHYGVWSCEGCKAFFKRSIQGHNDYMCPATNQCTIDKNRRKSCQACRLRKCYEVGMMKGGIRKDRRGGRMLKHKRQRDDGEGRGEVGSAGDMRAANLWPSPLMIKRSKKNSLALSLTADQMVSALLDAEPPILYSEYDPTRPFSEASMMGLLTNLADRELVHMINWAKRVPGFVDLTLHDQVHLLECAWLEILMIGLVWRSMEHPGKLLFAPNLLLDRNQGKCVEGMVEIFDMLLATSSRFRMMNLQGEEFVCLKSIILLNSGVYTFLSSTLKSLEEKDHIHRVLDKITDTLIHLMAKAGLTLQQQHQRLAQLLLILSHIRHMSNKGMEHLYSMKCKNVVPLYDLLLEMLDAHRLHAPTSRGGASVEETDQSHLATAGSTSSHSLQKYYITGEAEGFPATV
ERa SRC1 inh – ERα–SRC-1 coactivator interaction inhibitors, primary screen, biochemical, TR-FRET, ERα LBD, estradiol-bound; AID 629, 2007; inhibition, % at 25.6 µM; TR-FRET ER-alpha LBD / SRC-1 peptide; 86,000 compounds, 1.7% hits; Estrogen receptor (Homo sapiens), P03372; in the data active means inhibition above about 50%;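 further: 0% = receptor plus peptide control and 100% = peptide only without receptor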
An asterisk follows results filed as active; . = not tested or not shown; [ ] = another dose, or the depositor's remark. An excerpt (hit frequency here may not be typical).

Second line of a record: Lung fibro prol	CD11b adhes enh	Smad3 inh	H69AR inhibit	MT1-MMP txn act	ERb SRC1 inh	HUVEC prolif 384	ERa SRC1 inh	ERa SRC1 pot
1. Cn1nc(-c2ccc(N3CCOCC3)c(NS(=O)(=O)c3ccc(Cl)cc3)c2)c2ccccc2c1=O
    81	.	-10	63	1.1	-8	63	14	120
2. COc1cccc(-c2nc(-c3ccccn3)no2)c1OC
    96	-1	9	94	1.3	0	104	-31	102
3. COc1ccc(CNC(=O)CN(C(=O)CCC(=O)Nc2ccccn2)c2ccccc2OC)cc1
    101	-1	-1	96	1.1	-8	109	-4	100
4. O=C(CCc1nc(-c2ccccc2F)no1)NC1CCCCC1
    101	1	3	95	1.1	1	99	4	104
5. Cn1c(=O)c2c(nc(SCCN3CCOCC3)n2Cc2ccc(F)cc2)n(C)c1=O
    102	-2	2	83	1	-2[fluorescence artefact?]	89	15[fluorescence artefact?]	96
6. O=c1cc(-c2ccccc2)n(S(=O)(=O)c2ccc3ccccc3c2)o1
    98	.	-3	92	1.1	-1	94	7	71
7. Cc1ccccc1NC(=O)CN(c1ccc(F)cc1)S(C)(=O)=O
    98	-2	8	96	1.2	-23	85	-11	107
8. C=C(C)C1Cc2c(C)nn(-c3nc(C)cc(C)n3)c2C1 (centres undefined)
    88	-2	10	3.2*	1.1	2	92	-6	92
9. CN1CC[n+]2c(CN3C(=O)c4ccccc4C3=O)csc21
    104	4	4	107	1.2	9	96	-4	108
10. CCCN1C(=O)SC(CC(=O)Nc2ccc(C)cc2)C1=O (centres undefined)
    97	.	8	81	1.4	-30[fluorescence artefact?]	87	-25	108
11. Cc1ccc(C(=O)Nc2ccccc2C(=O)NC2CCCCC2)cc1S(=O)(=O)N1CCOCC1
    99	7	1	73	1.1	-15	79	-19	116
12. O=C(Nc1c2c(nn1-c1ccc(F)cc1)CS(=O)C2)C12CC3CC(CC(C3)C1)C2 (centres undefined)
    94	0	7	87	1.8	-7	87	3	140
13. c1ccc(-c2oc3ncnc(NCCCN4CCOCC4)c3c2-c2ccccc2)cc1
    75	3	10	3.1*	1	8	37	-4	101
14. O=C(c1cccc(C(=O)N2CCN(Cc3ccccc3)CC2)c1)N1CCN(Cc2ccccc2)CC1
    105	-3	-8	93	1.2	-2[fluorescence artefact?]	106	2[fluorescence artefact?]	105
15. CCOC(=O)C1CCCN(C(=O)CCn2nc(-c3ccccc3)ccc2=O)C1 (centres undefined)
    96	-4	7	73	1.3	0	99	0	118
16. CC12C(=O)N(n3cnnc3)C(=O)C1C1C=CC2C1 (centres undefined)
    100	-2	-1	98	1.1	-2	97	0	113
17. COc1ccc(Nc2ncccc2C(=O)O)cc1
    97	8	-4	95	1.6	0	94	3	113
18. COCc1cc(=O)[nH]c(/N=C(\N)Nc2cccc(C)c2)n1
    105	3	-5	104	1	2	101	8[fluorescence artefact?]	104
19. COc1ccc(S(=O)(=O)CCC(=O)N(C)c2ccc(OC)cc2OC)cc1
    103	.	-6	94	1	6	103	4	93
20. CCc1ccc(NC(=O)C2CCCCC2C(=O)O)cc1 (centres undefined)
    94	-3	13	93	1.3	-3	99	-12	100
21. CCN(CC)c1nc2ccccc2[nH]1
    103	.	-5	97	1.1	-11	101	12	96
22. S=C(NN=C1C2CC3CC(C2)CC1C3)Nc1ccccc1
    81	0	-16	81	1.3	-27	88	-4	102
23. CC(=O)Nc1nc2cc3c(cc2s1)OCO3
    95	2	-1	93	1.3	-5	98	1	116
24. CCCn1c(SCCN2C(=O)c3ccccc3C2=O)n[nH]c1=O
    101	-3	8	87	0.9	-1	108	1	101
25. O=C(c1ccco1)N1C2C=CC(C2)C1(C(F)(F)F)C(F)(F)F (centres undefined)
    105	.	-12	94	1.1	26[fluorescence artefact?]	97	4[fluorescence artefact?]	111
26. COc1ccc(-c2nnc(NC(=O)c3cc(Cl)ccc3Cl)o2)cc1
    76	-2	2	30*	1.1	-14	50	-3	115
27. CCOC(=O)COc1ccc(S(=O)(=O)Nc2cccc(SC)c2)cc1
    47*	-5	1	105	1	-12	14*	0	113
28. Cc1ccc2cc3cc(C(=O)NCCN4CCOCC4)oc3nc2c1
    102	.	0	82	1.1	0	106	-12	144[fluorescence artefact?]
29. O=C(Nc1ccc(Cl)cc1)c1cc(S(=O)(=O)N2CCOCC2)cs1
    107	-3	7	69	.	5	76	0	110
30. CC1CCCC(C)N1C(=O)CSc1nnc(COc2ccccc2)n1-c1ccccc1 (centres undefined)
    103	0	7	94	1.2	-8	117	-4	116[fluorescence artefact?]
31. O=C1CC(c2nc3ccccc3[nH]2)CN1c1ccccc1F (centres undefined)
    96	-4	9	92	1	-3	97	1	101
32. COc1ccc(NC(=O)CSc2nnc(CNC(=O)c3ccco3)o2)c(OC)c1
    98	-1	-5	101	.	12	104	2	123
33. COc1ccc(C(c2nnnn2C2CCCCC2)N2CCN(c3ccccc3)CC2)cc1 (centres undefined)
    100	-2	-21	87	1	3[fluorescence artefact?]	112	-2[fluorescence artefact?]	100[fluorescence artefact?]
34. Cc1cc(NC(=O)CSc2nc3c(c(=O)n2CCc2ccccc2)SC(C)C3)no1 (centres undefined)
    75	3	-17	73	1.1	10	84	79*	105[fluorescence artefact?]
35. O=C(NCc1ccco1)C1(c2ccc(Cl)cc2)CCCC1
    97	-2	8	97	1.1	-6	104	8[fluorescence artefact?]	99
36. Cn1c(=O)c2c(nc(SCC(=O)O)n2Cc2cc3c(cc2Cl)OCO3)n(C)c1=O
    106	-2	9	104	1.1	2[fluorescence artefact?]	98	16[fluorescence artefact?]	99
37. O=C1CC(c2ccco2)CC(O)=C1C=NCCN1CCN(C2CC(=O)N(c3ccccc3)C2=O)CC1 (centres undefined)
    107	.	9	106	1	7	100	-2	86
38. N#C/C(=N\Nc1ccc(F)cc1)C(=N)N1CCCCC1
    110	4	6	92	1.3	-2	89	-10	91[fluorescence artefact?]
39. CN1CCN(S(=O)(=O)c2ccc(Br)s2)CC1
    102	-1	-4	94	1.3	-7	91	-10	110
40. CCOC(=O)c1c(C)c(C(=O)NCC2CCCO2)c(C)n1CC (centres undefined)
    101	4	-2	.	1.1	-2	88	-8	116

Next section; it opens with the two that closed the last part.
Second line of a record: Lung fibro prol	CD11b adhes enh	Smad3 inh	H69AR inhibit	MT1-MMP txn act	ERb SRC1 inh	HUVEC prolif 384	ERa SRC1 inh	ERa SRC1 pot
39. CN1CCN(S(=O)(=O)c2ccc(Br)s2)CC1
    102	-1	-4	94	1.3	-7	91	-10	110
40. CCOC(=O)c1c(C)c(C(=O)NCC2CCCO2)c(C)n1CC (centres undefined)
    101	4	-2	.	1.1	-2	88	-8	116
41. O=C(Nc1cccc2c1CCCC2)C1CCN(C(=O)NC2CCCCC2)CC1
    104	-3	7	90	1.1	9	84	20	101
42. CC(=O)c1ccc(OC(=O)c2ccc(Br)o2)cc1
    99	4	17	101	1	6	101	3[fluorescence artefact?]	104
43. Cc1ccc(NC(=O)C2CCCN2S(=O)(=O)c2ccc(F)cc2)c(C)c1 (centres undefined)
    94	-1	-3	95	1	6	94	-10	122
44. CCCCN(C(=O)NC(=O)Nc1ccccc1OCC)S(C)(=O)=O
    103	.	-18	105	1.2	-5[fluorescence artefact?]	104	-8	102
45. CCC(Oc1ccccc1)C(=O)Nc1nc2ccccc2[nH]1 (centres undefined)
    103	-2	1	75	1.2	0	101	7	116
46. Cc1cccc(C(=O)N2CCN(c3ncnc4c3cnn4-c3ccccc3)CC2)c1
    98	.	-3	74	1.3	16	92	-5	113
47. Cn1cnnc1SCc1ccc(C#N)cc1
    .	-4	-10	48	1.1	21	88	7	80
48. Cc1ccc(C(C)C)c(OCCNS(C)(=O)=O)c1
    107	-4	-10	90	1.1	-5	99	2	99
49. CC(C)OC(=O)N(C)c1ccc(C(O)(C(F)(F)F)C(F)(F)F)cc1
    93	-2	12	78	1.2	0[fluorescence artefact?]	97	7[fluorescence artefact?]	95[fluorescence artefact?]
50. CCOC(=O)NCc1ccc(Cl)c(Cl)c1
    92	-6	-2	99	1.2	-4	92	-6	131
51. Cc1cc(C(=O)Nc2nc3c(s2)CCCC3)no1
    97	-3	-1	94	0.7	3	95	-7	121
52. COc1ccc(N2CCN(CCCNC(=O)c3cc4sccc4n3C)CC2)cc1
    93	1	9	30*	1.1	1	86	-8	108
53. Cc1nc(N)c(C#N)c(-c2cccnc2)c1C
    100	.	22[fluorescence artefact?]	97	1	-4	86	-3	120
54. Cn1nc(-c2ccc(C(=O)Nc3cccnc3)cc2)c2ccccc2c1=O
    107	-4	10	85	1.2	4	96	-3	93
55. COCCCNC(=O)C1CC(=O)OC1c1ccc(OC)c(OC)c1 (centres undefined)
    94	-6	0	86	1	2	95	-2	105

Looked up above.
no. 20 in ERa SRC1 pot = 100
no. 46 in ERa SRC1 pot = 113
no. 28 in Lung fibro prol = 102
no. 31 in Smad3 inh = 9
no. 32 in ERa SRC1 pot = 123

Molecules listed so far that have a CF3 group:
Second line of a record: Lung fibro prol	CD11b adhes enh	Smad3 inh	H69AR inhibit	MT1-MMP txn act	ERb SRC1 inh	HUVEC prolif 384	ERa SRC1 inh	ERa SRC1 pot
25. O=C(c1ccco1)N1C2C=CC(C2)C1(C(F)(F)F)C(F)(F)F (centres undefined)
    105	.	-12	94	1.1	26[fluorescence artefact?]	97	4[fluorescence artefact?]	111
49. CC(C)OC(=O)N(C)c1ccc(C(O)(C(F)(F)F)C(F)(F)F)cc1
    93	-2	12	78	1.2	0[fluorescence artefact?]	97	7[fluorescence artefact?]	95[fluorescence artefact?]

Bioassay records (PubChem BioAssay)
